# High-throughput results from PubChem BioAssay.
# MIN6 prolif: inducers of beta-cell replication in MIN6 cells; MIN6 cells proliferation, ATPlite luminescence, 48 h; cells starved in 0.2% serum; 100% = growth in 10% serum; proliferation, % at 10 µM; actives 0.29% (n = 330,000); AID 2380;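 active = compounds whose signal lies at least 3.5 SD above the mean of all wells on their plate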;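 also: 0% = DMSO-treated cells in low-serum medium and 100% = 10% serum control; some compounds called inactive have numbers as strong as hits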
# APOBEC3A inh: human APOBEC3A DNA deaminase inhibition. P31941. recombinant A3A, FAM/TAMRA ssDNA deamination fluorescence. inhibition, % at 20 µM. actives 0.41% (n = 330,000). AID 493011;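 active = at least 40% inhibition at 20 µM here, with at most 30% in a related deaminase screen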;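 also: plate controls were A3A with DMSO for no effect and wells lacking A3A enzyme for full effect; some results filed as inactive read as strong as hits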
# Target sequence (P31941 whole entry, looked up): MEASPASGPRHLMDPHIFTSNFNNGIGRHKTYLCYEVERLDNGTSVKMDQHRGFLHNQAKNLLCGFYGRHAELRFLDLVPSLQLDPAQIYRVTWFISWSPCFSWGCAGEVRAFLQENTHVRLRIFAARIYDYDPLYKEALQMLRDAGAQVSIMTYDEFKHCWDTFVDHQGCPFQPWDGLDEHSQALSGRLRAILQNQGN
# ATG4B inh: blocks human ATG4B protease cleavage of LC3 substrate; ATG4B cleavage of LC3-PLA2, NBD-HPC fluorescence, 1 h; AID 504462; inhibition, % at 8.33 µM; Q9Y4P1; actives 0.51% (n = 340,000); in the data active = inhibition above about 40%
# Target sequence (Q9Y4P1 whole entry, looked up): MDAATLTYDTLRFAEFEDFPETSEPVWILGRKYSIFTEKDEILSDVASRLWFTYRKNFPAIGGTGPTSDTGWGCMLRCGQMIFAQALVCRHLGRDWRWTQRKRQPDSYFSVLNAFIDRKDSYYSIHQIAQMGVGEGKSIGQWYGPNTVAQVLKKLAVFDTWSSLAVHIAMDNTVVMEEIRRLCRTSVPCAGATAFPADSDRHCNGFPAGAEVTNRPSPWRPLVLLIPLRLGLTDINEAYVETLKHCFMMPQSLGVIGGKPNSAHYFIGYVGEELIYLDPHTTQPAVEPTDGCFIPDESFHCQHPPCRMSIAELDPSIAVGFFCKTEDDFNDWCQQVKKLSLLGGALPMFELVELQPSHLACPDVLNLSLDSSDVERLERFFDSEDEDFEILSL
# hIAP act: human IAP activation. P09923. purified human IAP, CDP-Star luminescence, 30 min; stronger effect = higher value; 1 = vehicle-only enzyme, 0 = enzyme-free background. activation factor at 10 µM. actives 0.16% (n = 330,000). AID 2524;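 active = activation factor of the enzyme at least 2-fold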; also: the source names both 10 and 20 µM as test concentration; values of inactives mirror those of a sister screen read the other way
# mIAP act: mouse IAP activation | muIAP, CDP-Star luminescence, 30 min; stronger effect = higher value; 1 = vehicle-only enzyme signal, 0 = enzyme-free wells | activation factor at 10 µM | actives 0.24% (n = 330,000) | AID 2805;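 active = activation factor of at least 2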; also: the source names both 10 and 20 µM as test concentration; values of inactives mirror those of a sister screen read the other way
#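 System: mouse IAP enzyme. Reagent: CDP-Star chemiluminescent phosphatase substrate. Benchmarks: DMSO wells, no-enzyme wells. Times: 30 min enzyme-substrate-compound incubation at room temperature. Detection: luminescence from enzymatic CDP-Star hydrolysis. Doses: test compounds delivered from DMSO solution.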
# hIAP block: blocks human intestinal alkaline phosphatase. P09923. purified IAP, CDP-Star luminescence, 30 min. inhibition, % at 10 µM. actives 0.12% (n = 330,000). AID 2544;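 active = inhibition reaching a set limit with compound at 10 µM in the primary screen, cut at about 35% in these data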;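 also: plate controls were DMSO wells with enzyme for no effect and no-enzyme buffer wells for full effect; values of inactives mirror those of a sister screen read the other way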
# mIAP block: mouse IAP inhibition; inhibition, % at 10 µM; AID 2806; actives 0.2% (n = 330,000); purified mouse IAP, CDP-Star luminescence, 30 min;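 active = inhibition of at least 40% at 10 µM in the primary screen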;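 also: plate controls were DMSO with enzyme for no effect and no enzyme wells for full effect; values of inactives mirror those of a sister screen read the other way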
# MPTP inh: blocks calcium-induced mitochondrial swelling; isolated mouse mitochondria, Ca2+ swelling absorbance, 30 min; inhibition, % at 10 µM; actives 1.4% (n = 360,000);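 active = inhibition of 50% or more, scaled per plate between neutral and stimulator controls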;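 also: 0% = DMSO wells given calcium and 100% = 1 mM EGTA wells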
# A3G deaminase: blocks human APOBEC3G single-stranded DNA deamination | recombinant A3G, ssDNA deamination FAM/TAMRA fluorescence | AID 493012 | inhibition, % at 20 µM | Q9HC16 | actives 0.28% (n = 330,000);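 active = inhibition of at least 40% at 20 µM, with no more than 30% in the related APOBEC3A deaminase screen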;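 also: plate controls were DMSO wells with A3G for no effect and wells lacking A3G enzyme for full effect; some compounds called inactive have numbers as strong as hits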
# Target sequence (Q9HC16 whole entry, looked up): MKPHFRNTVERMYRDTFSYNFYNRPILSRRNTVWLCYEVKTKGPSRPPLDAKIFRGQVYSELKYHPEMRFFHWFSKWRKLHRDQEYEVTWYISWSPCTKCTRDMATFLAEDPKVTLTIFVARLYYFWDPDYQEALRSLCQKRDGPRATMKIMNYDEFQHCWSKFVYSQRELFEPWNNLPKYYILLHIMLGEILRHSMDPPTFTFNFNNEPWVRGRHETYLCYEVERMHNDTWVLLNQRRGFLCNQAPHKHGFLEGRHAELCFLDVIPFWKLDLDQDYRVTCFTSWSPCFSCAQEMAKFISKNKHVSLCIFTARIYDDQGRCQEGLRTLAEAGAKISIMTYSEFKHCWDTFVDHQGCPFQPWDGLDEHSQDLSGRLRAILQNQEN
# * hit, by the source's call; · = no result given.
SMILES,MIN6 prolif,APOBEC3A inh,ATG4B inh,hIAP act,mIAP act,hIAP block,mIAP block,MPTP inh,A3G deaminase
COc1ccc(-c2cn3cccc(C)c3n2)cc1Br,0,-6,-1,0.94,0.94,6,6,0.1,-8
COc1ccc(OC)c(-c2nc(CN3CCN(C(=O)c4ccco4)CC3)c(C)o2)c1,1,0,-11,0.95,0.98,5,2,-0.9,0
COc1cccc(S(=O)(=O)NCc2ccc(C(=O)N3CCN(c4ccccc4)CC3)cc2)c1,0,-1,-15,1,1,-2,-2,-1.4,-5
COC(=O)c1ccc(/C=C/C(=O)OCC(=O)Nc2sccc2C(N)=O)cc1,-5,3,-4,1.2,0.92,-19,8,-2.6,3
COc1ccc(NC(=O)C(=O)NCCN2CCN(C(=O)c3ccc(C(C)(C)C)cc3)CC2)cc1,-3,0,-7,0.89,0.95,11,5,1.5,1
Cc1csc(NC(=O)Nc2cccc(Cl)c2)n1,-4,-4,-4,1.2,1.2,-16,-18,92*,-5
O=C(c1cc(F)ccc1F)C1CCCN(C(=O)CCc2cnccn2)C1 (configuration not stated),-1,0,0,1.2,1,-15,-5,0.0,-7
CCC(C)Sc1nc2ccccc2c(=O)[nH]1 (configuration not stated),8,-4,-6,0.95,1,5,-1,2.5,-6
COc1ccc(S(=O)(=O)N(CC(=O)NCc2cccnc2)c2ccc(F)cc2)cc1OC,-1,3,·,0.83,0.99,16,1,·,1
COC/C=C/C1=CC2=CC(=O)C(C)(OC(=O)c3cccs3)C(=O)C2=CO1 (configuration not stated),-4,20,·,1,0.87,-3,13,·,8
O=S(=O)(NCC1CCCO1)c1ccc(Br)cc1 (configuration not stated),-1,-3,-2,0.89,0.99,11,1,1.2,-5
COc1cccc(NC(=O)CN(C)C(=O)CNC(=O)c2ccc3ccccc3c2)c1,2,-3,-8,1.2,0.99,-15,1,0.2,-10
CCC1CCCCN1C(=O)Nc1cccc(NC(=O)N2CCCCC2CC)c1 (configuration not stated),-1,-4,-1,0.83,1.1,17,-8,4.1,-5
COc1ccc(-c2[nH]c(-c3ccccc3)nc2SCC(=O)NC2CCCC2)cc1,-3,-2,-16,0.89,1.4,11,-36,0.5,-8
COc1ccccc1CN1C(=O)CN(C2CCCCCC2)C(=O)C1c1ccc(F)cc1 (configuration not stated),-1,3,0,0.9,0.98,10,2,0.3,1
C=CCNC(=S)NNC(=O)c1ccncc1,0,-2,-4,1.2,1,-23,0,-2.6,-5
Cc1c(C(=O)N2CCC(C(N)=O)CC2)oc2ccc(Br)cc12,-2,0,0,1,1,-5,-5,1.2,-6
CCc1ccccc1N(CC(=O)NC(C)(C)CC)C(=O)CCC(=O)Nc1nccs1,1,-2,-7,0.84,0.9,16,10,-0.2,-4
Cc1cc(C)n2nc(C(=O)Nc3ccc4c(c3)OCCO4)nc2n1,-6,1,-20,0.86,1.1,14,-7,-0.2,-6
CC1CCCCN1C(=O)c1ccccc1OC1CCN(S(C)(=O)=O)CC1 (configuration not stated),-1,2,9,0.92,0.93,8,7,0.8,-4
Cc1cccc(C)c1NC(=O)CN(C)C(=O)c1ccc(-c2cccc(C(F)(F)F)c2)o1,-1,-1,2,1.1,1,-10,-3,-1.6,1
CC1COC(C)(CC(=O)NN2C(=O)c3ccccc3C2=O)O1 (configuration not stated),-1,0,-8,1,0.93,0,7,-1.4,0
C/C(=N\NC(=O)c1nnn(-c2nonc2N)c1-c1ccccc1)c1ccco1,6,-3,-4,1.7,0.9,-67,10,-1.1,-8
Cc1cc(C)n2cc(CSc3nc4ccccc4s3)nc2n1,0,0,-1,0.87,1,13,-2,0.6,1
Cc1ccc(NC(=O)Cc2ccc3c(c2)CCCC3)cc1C,0,-5,-1,1.1,1.4,-8,-42,4.3,-8
O=C(Nn1cnc2ccccc2c1=O)c1ccc([N+](=O)[O-])cc1,-1,-4,-2,0.89,0.92,11,8,-1.9,-4
COc1ccc(NC(=O)CN(C)C(=O)c2c(-c3c(F)cccc3Cl)noc2C)cc1,0,5,-3,1.1,1,-15,-4,-2.4,0
Cc1cc(C(=O)N/N=C/c2cccc([N+](=O)[O-])c2)c(C)o1,-4,0,-8,1,0.99,-2,1,2.0,0
O=S(=O)(NCc1cccs1)c1ccc(Br)cc1,2,-4,-4,0.85,1,15,-3,-0.6,-5
COc1ccc(CCNC(=S)Nc2ccc(OC)cc2)cc1,-1,-1,1,1.5,1.1,-50,-6,3.5,-8
N#CC(C#N)=C(N)CSc1cccc[n+]1[O-],0,-3,3,1,0.97,-4,3,-0.9,-6
CC(C)c1ccc(NC(=O)c2ccc(NS(C)(=O)=O)cc2)cc1,-3,-4,-5,1.1,1.3,-11,-33,-0.5,-6
O=C1c2ccccc2-c2nccnc21,-2,-2,-7,0.99,1.1,1,-11,-0.6,-3
CC1=C(C(=O)OCC2CCCO2)C(c2ccc(C)cc2)C2=C(CCCC2=O)N1 (configuration not stated),-1,-3,-5,1.2,1,-16,-3,6.4,-7
COC(=O)c1ccccc1NC(=S)NC(=O)COc1ccc(C(C)C)cc1,-1,6,16,0.97,0.93,3,7,2.9,-1
Cc1cccc(NC(=O)C2CCCN(S(=O)(=O)c3cccc4nonc34)C2)c1 (configuration not stated),4,-2,1,0.96,0.99,4,1,-1.6,-5

# Sorted by heavy-atom count (rising): some entries from above.
SMILES,MIN6 prolif,APOBEC3A inh,ATG4B inh,hIAP act,mIAP act,hIAP block,mIAP block,MPTP inh,A3G deaminase
O=C1c2ccccc2-c2nccnc21,-2,-2,-7,0.99,1.1,1,-11,-0.6,-3
N#CC(C#N)=C(N)CSc1cccc[n+]1[O-],0,-3,3,1,0.97,-4,3,-0.9,-6
Cc1ccc(NC(=O)Cc2ccc3c(c2)CCCC3)cc1C,0,-5,-1,1.1,1.4,-8,-42,4.3,-8
COC(=O)c1ccccc1NC(=S)NC(=O)COc1ccc(C(C)C)cc1,-1,6,16,0.97,0.93,3,7,2.9,-1
Cc1cccc(NC(=O)C2CCCN(S(=O)(=O)c3cccc4nonc34)C2)c1 (configuration not stated),4,-2,1,0.96,0.99,4,1,-1.6,-5

# Further structures.
SMILES,MIN6 prolif,APOBEC3A inh,ATG4B inh,hIAP act,mIAP act,hIAP block,mIAP block,MPTP inh,A3G deaminase
COC(=O)c1ccc(C(C(=O)NCc2ccccc2)N(Cc2cccs2)C(=O)c2cnccn2)cc1 (configuration not stated),-1,-2,2,0.74,0.98,26,2,0.9,-3
COc1ccc(C(=O)NCCCNC(=O)c2cccnc2)cc1OC,0,-3,-9,0.95,0.93,5,7,0.2,-13
CCCCNC(=O)C(=O)N/N=C/c1ccc(OCc2ccccc2)cc1,-4,0,-4,0.98,0.97,2,2,1.9,-5
O=C(O)c1nnn(-c2ccc([N+](=O)[O-])cc2)c1-c1ccccc1,-2,-2,-1,1,1,-1,-2,2.4,-2
COc1ccc(NC(=O)c2cc3ccc(O)cc3o/c2=N\O)cc1,-5,2,-11,1.2,1.1,-21,-6,0.1,1
NC(=O)c1cc([N+](=O)[O-])ccc1NCC1CCCCC1,7,-3,7,0.85,0.97,14,3,-0.7,-9
CC1(C)CCN2CCC(C)(C)c3c(O)ccc1c32,-5,-8,1,0.77,0.97,24,3,1.2,-6
COc1ccccc1NC(=O)c1ccc(-c2nn(C)c(=O)c3ccccc23)cc1,-1,-2,4,0.94,0.92,6,8,0.5,-10
Cc1ccccc1NC(=O)CCc1c(C)nn(-c2ccc(N3CCCCC3)nn2)c1C,0,-4,5,1.2,0.97,-20,2,1.0,-7
Cc1cnc(CN(C)C(=O)C2CCC(=O)N(CCc3ccccc3)C2)[nH]1 (configuration not stated),2,-3,27,1.2,1,-18,0,-1.1,-4
COc1ccc(CN2CCN(C(=O)CCC(=O)Nc3nnc(C4CCCCC4)s3)CC2)cc1F,1,-2,-1,1.1,0.98,-7,2,-1.1,-8
Cn1c(=O)c2c(nc(CN3CCN(Cc4ccccc4)CC3)n2Cc2ccc(F)cc2)n(C)c1=O,7,-3,-10,0.95,0.94,5,6,-0.2,-4

# Record cards (already shown):
# Listed for O=C(O)c1nnn(-c2ccc([N+](=O)[O-])cc2)c1-c1ccccc1 = MIN6 prolif: -2; APOBEC3A inh: -2; ATG4B inh: -1; hIAP act: 1; mIAP act: 1; hIAP block: -1; mIAP block: -2; MPTP inh: 2.4; A3G deaminase: -2
# Listed for COc1ccc(NC(=O)c2cc3ccc(O)cc3o/c2=N\O)cc1 = MIN6 prolif: -5; APOBEC3A inh: 2; ATG4B inh: -11; hIAP act: 1.2; mIAP act: 1.1; hIAP block: -21; mIAP block: -6; MPTP inh: 0.1; A3G deaminase: 1

# Arranged by value in hIAP block (largest number first): some entries from above
smiles | APOBEC3A inh | ATG4B inh | hIAP act | mIAP act | hIAP block | mIAP block | MPTP inh | A3G deaminase
COc1ccccc1NC(=O)c1ccc(-c2nn(C)c(=O)c3ccccc23)cc1 | -2 | 4 | 0.94 | 0.92 | 6 | 8 | 0.5 | -10
CCCCNC(=O)C(=O)N/N=C/c1ccc(OCc2ccccc2)cc1 | 0 | -4 | 0.98 | 0.97 | 2 | 2 | 1.9 | -5
O=C(O)c1nnn(-c2ccc([N+](=O)[O-])cc2)c1-c1ccccc1 | -2 | -1 | 1 | 1 | -1 | -2 | 2.4 | -2

# More records follow.
SMILES,MIN6 prolif,APOBEC3A inh,ATG4B inh,hIAP act,mIAP act,hIAP block,mIAP block,MPTP inh,A3G deaminase
O=C(c1ccc(S(=O)(=O)N2CCCCC2)cc1)N1CCCC(C(F)(F)F)C1 (configuration not stated),5,-3,10,1,0.99,-3,1,-1.2,-6
O=C(Cn1[nH]c(=O)c2ccccc2c1=O)OCC(=O)c1ccc(F)cc1,-4,0,15,0.85,1.1,15,-11,-1.4,7
CSc1ncccc1C(=O)OCC(=O)NC1CCCc2ccccc21 (configuration not stated),7,4,-2,1,0.97,-4,3,-1.0,17
COc1cc2[nH]c(=S)nc(NCCC(C)C)c2cc1OC,-2,0,-7,0.86,1,14,-3,0.0,-9
CN(C)S(=O)(=O)c1cccc(N=C2SCCN2Cc2ccccc2)c1,-5,-3,-1,0.98,1,2,0,16,18
